# FBW7 activator – activators of human E3 ligase FBW7. AlphaScreen FBW7–phospho-cyclin E peptide binding, activator screen. actives 0.13% (n = 650,000). normalized activity (activation), % at 26.1 µM. Q969H0; in the data active means normalized activity above about 1.9%;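 further: purified mutant Fbw7 with reduced substrate affinity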
# GPR151 activ – human GPR151 activation; Q8TDV0; PathHunter beta-arrestin GPR151 cells, luminescence; actives 1% (n = 650,000); activation, % at 11.2 µM; in the data active means activation above about 4.9%;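 further: 0% = median of compound wells and 100% = cells with positive control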
# Target sequence (Q8TDV0 whole entry, looked up): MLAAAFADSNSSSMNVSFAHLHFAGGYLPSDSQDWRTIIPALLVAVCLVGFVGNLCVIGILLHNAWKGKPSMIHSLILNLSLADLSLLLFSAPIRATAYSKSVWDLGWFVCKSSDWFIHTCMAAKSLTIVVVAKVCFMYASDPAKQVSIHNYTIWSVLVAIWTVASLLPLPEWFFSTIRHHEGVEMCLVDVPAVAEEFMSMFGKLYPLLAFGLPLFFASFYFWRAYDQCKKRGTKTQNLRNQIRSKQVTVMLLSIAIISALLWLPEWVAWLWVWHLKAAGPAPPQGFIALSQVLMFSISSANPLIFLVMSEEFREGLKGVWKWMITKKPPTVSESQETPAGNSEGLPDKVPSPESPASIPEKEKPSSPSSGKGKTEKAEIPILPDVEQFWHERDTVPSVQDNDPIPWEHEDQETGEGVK
# MITF primary – human MITF inhibition, primary screen | O75030 | AlphaScreen MITF homodimerization, bead proximity signal | inhibition, % at 2.6 µM | actives 0.91% (n = 650,000) | AID 1259374; in the data active means inhibition above about 50%;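 further: 0% = vehicle wells with protein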
# Target sequence (O75030 whole entry, looked up): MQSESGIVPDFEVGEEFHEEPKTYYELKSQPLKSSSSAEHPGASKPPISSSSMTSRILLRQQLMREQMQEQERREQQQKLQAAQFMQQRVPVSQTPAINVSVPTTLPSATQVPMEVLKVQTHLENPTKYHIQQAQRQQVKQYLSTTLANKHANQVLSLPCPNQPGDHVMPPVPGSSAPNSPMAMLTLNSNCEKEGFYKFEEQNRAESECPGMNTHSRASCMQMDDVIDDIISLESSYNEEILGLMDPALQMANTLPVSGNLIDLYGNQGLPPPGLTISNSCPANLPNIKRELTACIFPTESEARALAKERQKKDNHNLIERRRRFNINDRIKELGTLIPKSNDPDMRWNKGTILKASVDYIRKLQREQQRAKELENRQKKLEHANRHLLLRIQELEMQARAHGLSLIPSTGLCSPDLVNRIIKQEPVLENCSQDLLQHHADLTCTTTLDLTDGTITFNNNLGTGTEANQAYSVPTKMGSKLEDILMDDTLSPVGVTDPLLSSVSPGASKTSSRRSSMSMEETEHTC
# TEAD-YAP block – TEAD-YAP interaction inhibition. HEK-TIYL cells, TEAD-Gal4/YAP UAS-luciferase luminescence. inhibition, % at 9.12 µM. actives 1.4% (n = 640,000); in the data active means inhibition above about 32%;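 further: 0% = median of test compound wells and 100% = reference inhibitor wells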
# Starred values were filed as active, the others as inactive.
SMILES,FBW7 activator,GPR151 activ,MITF primary,TEAD-YAP block
COc1cccc(CNCCC2CCC(=O)N2Cc2ccc(Cl)cc2)c1 (centres undefined),0.0,0.9,4.8,-3.4
Cc1cccc(C(c2sc3nc(C)nn3c2O)N2CCN(c3ccccc3)CC2)c1 (centres undefined),-0.1,0.3,-0.6,6.4
CN(CC1OCCO1)C(=O)c1cnc2sccn2c1=O,-0.3,-1.0,14.4,17.2
Cc1ccc2nc(CN3CCCCC3c3nccs3)nc(N3CCSCC3)c2c1 (centres undefined),-0.8,-0.4,1.7,17.0
Cc1c(Cl)cccc1Nc1nc(O)c(C2=c3ccccc3=NC2=O)s1,-0.1,-1.1,7.1,2.1
Nc1ccc(S(=O)(=O)c2cccc([N+](=O)[O-])c2)cc1[N+](=O)[O-],0.0,0.0,-0.1,6.4
CC1=C(C(=O)OCc2ccccc2)C(c2ccc(OCc3ccccc3)cc2)NC(=O)N1C (centres undefined),-0.1,0.4,11.0,-1.7
COc1ccc(/C=N/NC(=O)CN2CCCCCCC2)cc1C,-0.1,0.4,26.2,-1.2
COc1cccc(NC(=O)c2oc3ccccc3c2NC(=O)Cc2cccs2)c1,1.1,0.1,15.7,-16.2
O=S(=O)(c1cc2ccccc2s1)N1CCC(CO)(Cc2ccccc2)CC1,0.0,1.9,-8.1,-4.0
COC(=O)c1cc(OC)c(OC)cc1NC(=O)Cn1nnc(-c2ccccc2)n1,0.0,0.9,8.2,5.9
CCN(CC)C(=O)CSc1nc2ccccc2c(=O)n1CCC(=O)NCc1ccc(F)cc1,-0.1,0.5,-1.4,-6.0
NC(=O)NC(CC(=O)Nc1cccc(F)c1)c1cccc(Oc2ccccc2)c1 (centres undefined),0.1,0.8,2.3,8.2
Cc1nc2sccn2c(=O)c1S(=O)(=O)NC1CCCCC1,0.9,0.4,14.2,1.6
Cc1ccc(NS(=O)(=O)c2ccccc2[N+](=O)[O-])c(C)c1,0.2,-0.3,18.3,-4.2
Cc1[nH]c2ccccc2c1C(=O)C(=O)N1CC(C)CC(C)C1 (centres undefined),1.1,-0.4,27.9,-5.5
Cc1cccc(C(=O)N[C@H]2C[C@H]3C(=O)N4CCC[C@H]4C(=O)N3C2)c1,0.3,-1.5,18.3,-3.2
O=C(Cn1ccc([N+](=O)[O-])n1)N1CCOCC1,0.1,-1.4,-13.6,7.0
O=C(CSCc1ccccc1)N1CCN(c2ccc(-c3cccs3)nn2)CC1,0.1,2.0,3.1,4.3
CC(=O)Oc1cccc(/C=C2\C=C(c3ccc(Br)cc3)OC2=O)c1,0.0,-0.7,9.7,1.2
O=C(Nc1ccc(OCC(F)(F)C(F)F)cc1)c1ccncc1,0.1,-1.8,31.7,3.5
COC(=O)Oc1ccc2c(=O)c(Oc3ccc(OC)cc3)coc2c1,0.0,0.3,-11.3,-4.3
O=C(Nc1c2c(nn1-c1ccccc1)CS(=O)(=O)C2)c1cccc2ccccc12,0.1,0.8,-2.1,-6.2
CCOC(=O)C1=C(C)NC2=C(C(=O)C(C(=O)OCC)C(c3ccc(OC)cc3)C2)C1c1cccc(OC)c1OC (centres undefined),0.1,0.8,9.1,10.2
Cc1ccc(N2C(N)=C(C#N)C(c3ccc(C(C)(C)C)s3)C3=C2CC(C)(C)CC3=O)cc1 (centres undefined),0.3,0.0,-1.2,-0.4
O=C(Cc1c(C(=O)O)[nH]c2ccccc12)Nc1ccc2c(c1)OCO2,0.0,1.2,2.8,-0.7
COc1cc(Nc2ccc(N3CCC(C(=O)NCc4cccc(C(F)(F)F)c4)CC3)nn2)cc(OC)c1OC,-0.2,-1.6,-4.7,14.4
CCC(NS(=O)(=O)c1ccc(OC)cc1)C(=O)NC1CCCC(C)C1C (centres undefined),0.2,0.6,16.8,-4.4
CC(C)C(C(=O)N1CCCC1)N1Cc2ccccc2C1=O (centres undefined),0.5,-1.3,19.2,5.3
CC(=O)c1ccc(NC(=O)CSc2nnc(Cc3cccn3C)n2-c2ccccc2)cc1,-0.2,-0.7,4.7,7.2
Cc1c(C(=O)NC(C)(C)CC(C)(C)C)cccc1[N+](=O)[O-],0.4,-1.4,15.2,6.7
Cn1c(/C=C/c2cn(Cc3ccccc3)c3ccccc23)nc2ccccc2c1=O,0.0,-2.6,6.0,-2.8
COc1cc(/C=C/CN2CCc3nnc(C(CC(C)C)NC(C)=O)n3CC2)ccc1O (centres undefined),-0.1,-0.4,-12.5,-6.1
COc1ccc(-c2cc(C(F)(F)F)n3ncc(C(=O)NC4CCCC4)c3n2)cc1OC,0.1,-0.9,11.5,7.2
Cc1cnc(CNc2cc(-c3cccnc3)nc(-c3ccccn3)n2)nc1,0.8,2.7,-7.7,7.8
CCOc1ccc(C2C(C(=O)c3ccccc3)=C(C(=O)OC)Nc3nnnn32)cc1 (centres undefined),0.8,0.3,36.0,-14.5
O=C(Nc1nnc(-c2ccc(Cl)s2)o1)c1cc2ccccc2oc1=O,-0.1,-1.6,-18.0,-7.4
COC(=O)c1ccccc1NC(=O)Cn1cc(-c2ccccc2)c(N(C)C)n1,-0.2,2.6,-2.1,7.6
COc1ccc2nc(NC(=O)NC34CC5CC(C3)CC(c3ccc(C)cc3)(C5)C4)sc2c1,0.3,-1.0,27.4,8.0
COc1ccc(/C=c2\sc3nc(-c4ccc(OC)c(OC)c4)nn3c2=O)c(OC)c1,-0.2,0.4,-4.8,4.0
CCCC(=O)c1cc2c(cc1[N+](=O)[O-])OCCO2,-0.1,-0.2,0.4,-8.6
CCc1nn(CC(=O)NCCCN2C(C)CCCC2C)c(=O)c2cc3sc(C)cc3n12 (centres undefined),-0.3,2.2,5.5,4.0
C=CCn1c(C)nnc1SCC(=O)N1CCCCC1,0.4,-1.1,-4.5,7.9
COc1ccc(NC(C)=O)cc1NC(=O)C(=O)c1c[nH]c2ccccc12,-0.1,-1.6,-13.4,-1.8
CC(=O)NCCC(=O)Nc1nnc(C)s1,0.1,1.2,-9.6,-8.9

# One compound at a time, from the list above. Order of screens: FBW7 activator | GPR151 activ | MITF primary | TEAD-YAP block
# CCCC(=O)c1cc2c(cc1[N+](=O)[O-])OCCO2 across the screens: -0.1 | -0.2 | 0.4 | -8.6
# CC(=O)Oc1cccc(/C=C2\C=C(c3ccc(Br)cc3)OC2=O)c1 across the screens: 0.0 | -0.7 | 9.7 | 1.2
# Cc1ccc(NS(=O)(=O)c2ccccc2[N+](=O)[O-])c(C)c1 across the screens: 0.2 | -0.3 | 18.3 | -4.2
# CCc1nn(CC(=O)NCCCN2C(C)CCCC2C)c(=O)c2cc3sc(C)cc3n12 (centres undefined) across the screens: -0.3 | 2.2 | 5.5 | 4.0
# O=S(=O)(c1cc2ccccc2s1)N1CCC(CO)(Cc2ccccc2)CC1 across the screens: 0.0 | 1.9 | -8.1 | -4.0

# Continued.
SMILES,FBW7 activator,GPR151 activ,MITF primary,TEAD-YAP block
COC(=O)/C(C#N)=C/c1ccc(OC(F)F)cc1,-0.1,-2.2,0.3,13.3
CC(=O)c1cccc(NC(=O)c2nn3c(C(F)(F)F)cc(-c4cccs4)nc3c2Cl)c1,0.1,-0.2,-8.5,0.1
CCCCc1ccc(NC(=O)c2cc3c(=O)n(C)c(=O)n(C)c3n2CCCOC)cc1,0.1,-0.2,1.6,5.3
Nc1nc(SCC(=O)NCCc2ccccc2)[nH]c(=O)c1-c1ccccc1,0.0,0.6,5.1,12.0
COc1ccccc1C1C(C(=O)Nc2cccnc2)=C(C)Nc2nc(-c3cccs3)nn21 (centres undefined),0.0,0.2,0.3,0.3
O=C(c1ccc(NS(=O)(=O)c2ccccc2)cc1)N1CCCC1,-0.1,7.2*,-12.5,-1.9
COCCCNC(=O)c1ccc(N(C)S(=O)(=O)c2ccc(OC)cc2)cc1,0.7,0.3,7.1,3.3
Cc1ccc(Nc2nnc(SC3CCOC3=O)s2)c(C)c1 (centres undefined),-0.1,0.3,-3.6,-4.7
COC(=O)Cc1ccc(NC(=O)COc2ccc([N+](=O)[O-])cc2)cc1,-0.1,-1.3,-9.5,-9.3
Cc1ccc(-n2c(O)c(/C=C3\C=CC=N3)c(=O)[nH]c2=S)cc1,-0.1,-1.3,-3.8,-14.8
COc1cc(C2C(C(=O)N3CCOCC3)=C(C)NC3=C2C(=O)CC(C)(C)C3)cc([N+](=O)[O-])c1O (centres undefined),-0.1,0.7,2.5,5.4
CCc1ccc(S(=O)(=O)N2CCN(C(=S)Nc3cc(OC)ccc3OC)CC2)cc1,0.0,0.1,13.5,-5.5
Cc1c(-c2ccc(C=O)o2)ccc([N+](=O)[O-])c1C,0.2,0.8,20.5,-0.9
CCCOC(COCC)P(=O)(OCCC)c1ccccc1 (centres undefined),-0.1,1.3,-2.5,-4.8
O=C1C2C3C=CC(CO)(O3)C2C(=O)N1c1ccc(-c2ccccc2)cc1 (centres undefined),-0.3,-1.1,10.5,-20.6
COC(=O)c1cc(C(=O)OC)cc(N2C(=O)CN=C2Nc2nc(C)cc(C)n2)c1,0.4,0.7,3.2,5.8
NCC12CC3CC(C1)CC(c1ccc(Br)cc1)(C3)C2,0.1,1.9,-8.0,-2.5
CC1SC2(CCCCC2)N(c2ccc(F)cc2)C1=O (centres undefined),0.0,0.5,-0.7,0.3
NC(=O)c1cc(NC(=O)Cc2ccccc2)ccc1N1CCCCC1,0.1,0.2,10.2,-9.8
CC(C)NC(=O)CN1CCN(Cc2nc(-c3ccccn3)no2)CC1,-0.1,-0.4,-2.1,0.7
O=C(Nc1nnc(C(F)(F)F)s1)c1ccc(Cl)cc1[N+](=O)[O-],-0.1,-0.1,13.2,-50.8
COc1ccccc1/C=N/N=C1\NC(=O)C(CC(=O)Nc2ccc(C)cc2)S1 (centres undefined),0.0,-0.7,-2.5,-4.2
CCOC(=O)c1ccc(NC(=O)CN2CCC(c3nc4ccccc4[nH]3)CC2)cc1,-0.1,1.2,-2.7,9.7
COc1ccc(CCNC(=O)c2ccc3nc(NCc4cccnc4)sc3c2)cc1,0.1,0.7,-0.4,-3.9
COc1ccccc1N1CCN(C(=O)c2sc3ncnc(N4CCN(c5ccccc5F)CC4)c3c2C)CC1,-0.2,0.8,9.4,15.5
Cn1nccc1C(=O)N1Cc2ccccc2OC(c2ccccc2)C1 (centres undefined),-0.2,0.3,12.6,1.7
CCOc1cccc(C2NC(CC(C)C)(C(=O)O)C3C(=O)N(Cc4ccccc4)C(=O)C23)c1O (centres undefined),0.2,-1.2,-27.8,0.6
Cc1nc(N2CCN(c3ccccn3)CC2)c2c(C)c(C(=O)Nc3ccccc3Cl)sc2n1,0.2,0.1,-1.8,-4.8
COC(=O)c1ccc(-n2c(C)cc(C=O)c2C)c(C)c1,0.0,0.4,3.4,6.0
S=c1n(C2c3ccccc3Oc3ccccc32)nc(COc2ccccc2)n1-c1ccccc1,0.0,0.0,1.6,-7.3
CC(C)(C)OC(=O)N/N=C\c1cccs1,5.6*,-0.9,3.6,-27.1
Cc1cc(C(=O)NC2CCCc3ccccc32)c2ccccc2n1 (centres undefined),0.1,0.7,1.9,4.2
O=C(CC1Sc2ccccc2NC1=O)Nc1ccc(SC(F)F)cc1 (centres undefined),0.0,-1.0,6.3,4.1
CC(C)(C)n1nnnc1C(c1ccc2ncccc2c1)N1CCOCC1 (centres undefined),0.2,0.2,53.7*,-28.0
CC(C)NC(=O)C1CC(=O)N(c2ccc(F)c(Cl)c2)C1 (centres undefined),1.3,0.1,16.5,-2.3
COc1ccccc1NC(=O)Cn1cc(S(=O)(=O)c2ccccc2)c(=O)c2ccccc21,0.8,-0.8,12.2,4.4
CCOC(=O)c1cnc(Nc2nc3ccccc3o2)nc1CSc1ncccn1,-0.1,1.6,-1.4,-8.3
Cc1c(CC(=O)O)c(=O)oc2cc3occ(-c4ccccc4)c3cc12,0.1,1.3,12.1,3.6
CCCCCn1c(=O)c2c(nc3n(C)c(C)c(C)n23)n(C)c1=O,-0.1,-0.7,-6.1,1.6
O=C(Oc1cccc(NC(=O)c2ccco2)c1)c1ccc(F)c(S(=O)(=O)N2CCOCC2)c1,0.1,0.2,-14.2,2.2
CCOC(=O)C1=CN(c2ccc(OCC)cc2)C=C(C(=O)OCC)C1c1cccc(F)c1,0.0,0.8,8.7,1.9
CCCc1nc2ccccc2n1CC(=O)N(COC)c1c(CC)cccc1CC,-0.1,-2.2,-1.4,-6.8
CC(=O)Nc1ccc(C2=N/C(=C/c3ccc(Br)c([N+](=O)[O-])c3)C(=O)O2)cc1,-0.2,0.9,-5.0,-5.2
CCOC(=O)c1cnc2c(CC)cccc2c1NCC(C)O (centres undefined),-0.1,1.2,4.1,5.5
Cc1c(/C=C/c2nc3ccccc3c(=O)n2C)c2ccccc2n1C,-0.1,0.6,1.8,-2.3
COc1ccc2nc(NC(=O)CNC(=O)Cn3cnc4sc5c(c4c3=O)CCCC5)sc2c1,-0.1,0.9,3.1,6.0
Cc1cc2c(cc1Br)-n1c(nc3ccccc3c1=O)C2=O,0.0,-0.2,10.5,3.0
COC(=O)c1c(NC(NC(=O)c2ccncc2)(C(F)(F)F)C(F)(F)F)sc2c1CCCCC2,-0.2,0.2,-9.7,1.0
CCN(c1cccc(C)c1)S(=O)(=O)c1ccc2[nH]cc(C(=O)NCCCOC)c(=O)c2c1,0.0,0.5,-1.4,7.9
CCCn1cnc2sc(C(=O)Nc3c(F)cccc3F)c(C)c2c1=O,-0.1,-0.5,5.9,1.0
Cc1c(NC(=O)CSCc2ccc(Br)cc2)c(=O)n(-c2ccccc2)n1C,0.0,0.2,18.3,7.1

# Screening results (PubChem BioAssay)

# No enrichment for hits. Share with any hit: about 3.4%.
